High-throughput results (PubChem)
M1 ag = human M1 muscarinic receptor agonists, primary screen, Fluo-8 calcium fluorescence, CHO-K1 cells, HTS. Muscarinic acetylcholine receptor M1 (Homo sapiens), P11229. 360,000 compounds, 0.33% hits. CHO-K1 hM1, agonist mode; 0% DMSO, 100% acetylcholine EC100. activation, % at 3 µM;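 active means activation above the run's mean compound activation plus 3 SD, cut at about 16% in these data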;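 further: peak over basal fluorescence ratio within a 140 s kinetic read after compound addition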
Target sequence (P11229 whole entry, looked up): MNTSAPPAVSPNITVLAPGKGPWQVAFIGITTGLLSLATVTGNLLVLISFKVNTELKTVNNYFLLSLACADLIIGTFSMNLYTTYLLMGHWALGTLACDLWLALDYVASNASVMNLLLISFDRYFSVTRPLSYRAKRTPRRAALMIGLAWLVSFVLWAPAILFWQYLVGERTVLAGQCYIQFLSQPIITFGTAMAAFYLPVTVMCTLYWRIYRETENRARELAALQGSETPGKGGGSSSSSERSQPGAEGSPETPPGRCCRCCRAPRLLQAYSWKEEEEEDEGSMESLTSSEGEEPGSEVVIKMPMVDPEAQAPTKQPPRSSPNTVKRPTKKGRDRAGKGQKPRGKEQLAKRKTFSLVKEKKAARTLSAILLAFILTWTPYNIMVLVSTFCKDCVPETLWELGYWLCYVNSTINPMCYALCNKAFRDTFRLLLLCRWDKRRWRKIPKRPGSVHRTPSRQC
OXTR potentiator = human OXTR potentiators, primary screen, fluorescence, CHO-OTR cells, Fluo-8 calcium. Oxytocin receptor (Homo sapiens), P30559. Fluo-8 calcium fluorescence, potentiator mode; 0% = oxytocin EC15, 100% = EC100. activation, % at 3 µM. 320,000 compounds, 0.061% hits;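 active means activation above that plate's cutoff, the mean activation of tested compounds plus 3 SD, cut at about 6.6% in these data, passing the limit was not always enough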;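 further: 100% uses oxytocin at 75 nM as the full agonist control; some results filed as inactive read as strong as hits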
Target sequence (P30559 whole entry, looked up): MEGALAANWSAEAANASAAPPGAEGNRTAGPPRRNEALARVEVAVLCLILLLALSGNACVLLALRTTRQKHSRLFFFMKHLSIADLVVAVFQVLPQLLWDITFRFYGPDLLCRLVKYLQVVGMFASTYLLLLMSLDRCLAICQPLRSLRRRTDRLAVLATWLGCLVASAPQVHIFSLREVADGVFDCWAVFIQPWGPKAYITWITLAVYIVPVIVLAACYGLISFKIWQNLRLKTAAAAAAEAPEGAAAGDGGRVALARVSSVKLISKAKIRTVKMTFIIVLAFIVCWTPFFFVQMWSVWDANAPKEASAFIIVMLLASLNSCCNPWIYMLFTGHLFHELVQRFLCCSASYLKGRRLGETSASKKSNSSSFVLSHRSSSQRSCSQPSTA
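Material: human OTR in CHO cells. Compound: 3.0 µM, one dose. Timing: compound 6 min at room temperature before oxytocin, 100 s read. Evaluation: % activation of max/min ratio relative to oxytocin controls. Replication: single well per compound, singlicate. Signal: Fluo-8 calcium dye fluorescence.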
TAAR1 agonist = human TAAR1 agonists, primary screen, Fluo-8 calcium fluorescence, CHO RD-HGA16 cells; Trace amine-associated receptor 1 (Homo sapiens), Q96RJ0; vehicle wells 0%, saturating PEA agonist 100%; activation, % at 3 µM; 360,000 compounds, 0.99% hits;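 active means activation above the mean activation of all test compounds in the run plus 3 SD, cut at about 38% in these data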
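Test system: RD-HGA16 (CHO) cells co-expressing Gα16 and hTAAR1; dosing: one-point dosing at 3 µM (nominal); timing: 17-24 h seeding, 75 min 37 °C dye, 30 min RT; signal: kinetic Fluo-8 calcium fluorescence; read-out basis: % activation relative to PEA EC100 response; controls: DMSO and PEA EC100; replicates: n 1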
CHO-K1 Ca PAM = nonselective calcium activators in parental CHO-K1 cells, primary screen, counter-screen for M1 PAM project, cell-based, Fluo-8 calcium fluorescence, full deck, 1536-well; AID 602247, 2012; ATP EC20; 0% at ATP EC20, 100% at ATP max; 360,000 compounds, 0.02% hits; activation, % at 3 µM;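 active means activation above the run cutoff, the mean activation of all test compounds plus 3 SD, cut at about 40% in these data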;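 further: peak over basal fluorescence ratio in a 140 s read after ATP addition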
TAAR1 antag = human TAAR1 antagonists, primary screen, Fluo-8 calcium fluorescence, CHO RD-HGA16 cells | antagonist | inhibition, % at 3 µM | 360,000 compounds, 1.5% hits | AID 624466, 2012;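 active means inhibition above a per-plate cutoff, the mean inhibition of test compounds on that plate plus 3 SD, cut at about 49% in these data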;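 further: 0% = DMSO plus EC80 beta-PEA response and 100% = DMSO alone without agonist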
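Assay system: CHO-derived RD-HGA16 cells stably expressing human TAAR1 plus Gα16. Timing: 140 s kinetic read after compound, 140 s after agonist. Technique: kinetic Fluo-8 calcium fluorescence measurement. Measure: % inhibition of agonist calcium response.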
CHO-K1 Ca antag = nonselective inhibitor or artifact in parental CHO-K1 cells. ATP-induced calcium, Fluo-8 fluorescence. 360,000 compounds, 0.6% hits. inhibition, % at 3 µM;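 active means inhibition above a per-plate cutoff, the plate's mean sample inhibition plus 3 SD, cut at about 24% in these data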;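 further: 0% = DMSO plus EC80 ATP and 100% = DMSO alone without ATP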
CHO-K1 Ca ag = counter-screen for M1 agonists: effect in parental CHO-K1 cells; Fluo-8 calcium fluorescence; scaled to maximal ATP response, vehicle zero; activation, % at 3 µM; 360,000 compounds, 0.48% hits; in the data active means activation above about 15%;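 further: untransfected CHO-K1 host cells lacking M1 receptor as counterscreen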
CHO parental Ca = ATP-evoked calcium signal inhibitors, parental CHO, primary screen, counter-screen for OX1R antagonist project, cell-based, fluorescence, Fluo-8 calcium dye | parental CHO-K1, ATP-induced calcium, Fluo-8 fluorescence | inhibition, % at 5.6 µM | 330,000 compounds, 0.63% hits | AID 463079, 2010;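 active means inhibition above that plate's mean sample inhibition plus 3 SD, cut at about 26% in these data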;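 further: 0% = ATP-challenged DMSO wells and 100% = DMSO wells without ATP; some compounds past the cut are filed as inactive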
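Test system: untransfected parental CHO cell line; also added: ATP stimulus; dosing: 5.6 µM, single dose; signal: calcium-sensitive Fluo-8 fluorescence; measure: percent inhibition of ATP-evoked calcium rise, normalized to controls; benchmarks: low control ATP plus DMSO, high control DMSO only; replication: one well per compound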
CHRM1 antagonist = human M1 muscarinic receptor antagonists, primary screen, CHO-K1 cells, Fluo-8 calcium fluorescence, 1536-well; inhibition, % at 3 µM; 360,000 compounds, 1.3% hits; CHO-K1 hM1, ACh EC80 antagonist;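 active means percent inhibition above its own plate's cutoff, namely the mean of that plate's compound wells plus 3 SD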;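 further: peak over basal fluorescence ratio during 140 s after agonist addition; 0% = ACh EC80 plus DMSO and 100% = DMSO alone without agonist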
Starred values were filed as active, the others as inactive; . = not tested or not shown.

Order of results: CHO-K1 Ca ag	CHO parental Ca	M1 ag	TAAR1 antag	TAAR1 agonist	CHRM1 antagonist	CHO-K1 Ca antag	OXTR potentiator	CHO-K1 Ca PAM
- O=C(NCCNC(=O)c1ccc(Cl)cc1Cl)c1cnccn1
→ 0.8	-4	-2	-2	0	-12	-13	0	-6
- Cn1c(Cc2csc(N)n2)nnc1SCC(=O)NC1CCCCC1
→ 0.7	4	-4	-6	8	-37	-8	-11	4
- CC(CCc1ccccc1)NC(=O)CNC(=O)COc1ccccc1 (configuration not stated)
→ -0.4	-6	-5	-6	-1	-8	4	-10	-18
- CCn1c(=S)sc2c(=O)n(CC(=O)Nc3cccc(Br)c3)c(C)nc21
→ 5.7	-16	-2	22	6	-8	6	-9	13
- O=C(CC1C(=O)NCCN1Cc1c(F)cccc1Cl)NC1CCCC1 (configuration not stated)
→ 0.3	-17	-1	11	5	5	-5	2	-6
- CC(=O)Nc1ccc(NC(=O)COC(=O)/C(=C/c2ccccc2)n2nnnc2C)cc1
→ 1.0	17	-2	-18	1	-14	-3	4	9
- COc1ccc2nc(NC(=O)Cn3cnc4c(=O)n(C)c(=O)n(C)c43)sc2c1
→ 0.2	-16	-2	-2	6	24	-2	-10	-6
- CCCCCC(N)=O
→ 0.1	-2	1	-4	2	-9	-4	-1	-4
- O=c1cc(CSc2ccc(Cl)cc2)nc(-c2ccccc2)[nH]1
→ 0.0	-10	-7	6	4	-2	1	-12	12
- Cc1ccc(C(=O)CSc2nnc(-c3ccccc3)o2)cc1
→ 0.0	-12	-3	0	0	6	-6	-9	-5

(further entries)
Order of results: CHO-K1 Ca ag	CHO parental Ca	M1 ag	TAAR1 antag	TAAR1 agonist	CHRM1 antagonist	CHO-K1 Ca antag	OXTR potentiator	CHO-K1 Ca PAM
- O=C1C2C3CC(C(Br)C3Br)C2C(=O)N1c1ccccn1 (configuration not stated)
→ 0.3	-8	-1	-10	2	21	11	-10	-2
- COC(=O)c1sc2nc(CN3CCN(c4ccc(OC)cc4)CC3)[nH]c(=O)c2c1C
→ 0.4	-10	-8	-4	0	-3	-4	-1	18
- C[C@H](NC(=O)c1ccccc1Cl)C(=O)NCCc1ccc(S(N)(=O)=O)cc1
→ 0.3	-10	-4	1	3	-2	-3	0	3
- O=c1cc(-c2ccco2)nc(SCc2cccc(Cl)c2)[nH]1
→ -0.2	13	0	7	-1	-8	-12	-9	13
- O=C(NCCc1ccccc1)c1ccc(-c2ccc(F)cc2)o1
→ 0.8	-12	3	-3	1	-8	-10	6	1
- CCN(CC(=O)Nc1c(F)cccc1F)C(=O)CN1C(=O)NC2(CCCC2)C1=O
→ 3.5	5	0	-3	1	-3	6	5	5
- C=CCn1c(=O)/c(=C/c2ccc(Cl)cc2)s/c1=C(\C#N)c1nnc2n1CCCCC2
→ 0.5	.	-5	42	7	-4	-10	.	4
- CCOc1cc(/C=N\NC(=O)c2ccc(NC(=O)C(C)(C)C)cc2)ccc1OC(=O)c1ccc(OC)cc1
→ 0.3	6	-4	-9	4	-4	-14	-14	19
- COc1cccc(C(=O)NCC(=O)OCC(=O)Nc2cc(OC)c([N+](=O)[O-])cc2C)c1
→ 0.1	-20	-5	2	0	5	9	-5	1
- NS(=O)(=O)c1cccc(NC(=O)c2ccc3nc[nH]c3c2)c1
→ 0.5	5	-1	-21	6	3	-8	-4	0

Complete entries from above. Order of values: CHO-K1 Ca ag	CHO parental Ca	M1 ag	TAAR1 antag	TAAR1 agonist	CHRM1 antagonist	CHO-K1 Ca antag	OXTR potentiator	CHO-K1 Ca PAM
O=c1cc(-c2ccco2)nc(SCc2cccc(Cl)c2)[nH]1 reads -0.2	13	0	7	-1	-8	-12	-9	13
COC(=O)c1sc2nc(CN3CCN(c4ccc(OC)cc4)CC3)[nH]c(=O)c2c1C reads 0.4	-10	-8	-4	0	-3	-4	-1	18
O=C(NCCc1ccccc1)c1ccc(-c2ccc(F)cc2)o1 reads 0.8	-12	3	-3	1	-8	-10	6	1
CCN(CC(=O)Nc1c(F)cccc1F)C(=O)CN1C(=O)NC2(CCCC2)C1=O reads 3.5	5	0	-3	1	-3	6	5	5

(next part)
Order of results: CHO-K1 Ca ag	CHO parental Ca	M1 ag	TAAR1 antag	TAAR1 agonist	CHRM1 antagonist	CHO-K1 Ca antag	OXTR potentiator	CHO-K1 Ca PAM
- O=C(Nc1nnc(-c2ccccc2)o1)C1CCCN1S(=O)(=O)c1cccs1 (configuration not stated)
→ -0.1	-9	-1	-23	0	-2	7	-4	-23
- COCCNC(=O)c1onc(CSc2cccc(OC)c2)c1C(=O)O
→ 0.7	5	0	8	17	-7	-18	0	18
- COC(=O)c1[nH]c(C)c(/C(O)=C2\C(=O)C(=O)N(CCN3CCOCC3)C2c2cccs2)c1C (configuration not stated)
→ 0.2	-12	0	-21	12	-8	6	-12	-4
- CC(=O)c1cc2c(cc1NC(=O)Nc1cccc(Cl)c1)OCCO2
→ 0.7	-27	0	3	2	-25	-7	-12	10
- CC(C)C1CC2=C(C(=O)OC(C)(C)O2)C(c2ccc(F)cc2)O1 (configuration not stated)
→ -0.2	.	-8	-33	-2	-37	-16	.	4
- C=C(C)CNC(=S)N/N=C/c1ccc(NC(C)=O)cc1
→ 9.0	-5	-3	24	1	-7	-3	-4	11
- COc1ccc(CN(C)CC(=O)Nc2ccc(Cl)cc2C(F)(F)F)c(OC)c1
→ -0.4	-30	-8	-20	5	-7	9	-7	-13
- CCN(CC)S(=O)(=O)c1cccc(C(=O)Nc2ccc3c(c2)OCO3)c1
→ 3.7	-8	-5	-10	1	2	-8	-2	1
- Cc1nc(C)c(-c2ccc(SCC(=O)Nc3ccc(F)cc3F)nn2)s1
→ 4.2	-11	2	-26	3	17	-6	-9	-9
- C/C(=N\NC(N)=O)C1(C)CCCCC1
→ 0.2	4	-2	-9	11	-13	-9	3	6

Further entries follow.
Order of results: CHO-K1 Ca ag	CHO parental Ca	M1 ag	TAAR1 antag	TAAR1 agonist	CHRM1 antagonist	CHO-K1 Ca antag	OXTR potentiator	CHO-K1 Ca PAM
- CCN(CC)C(=O)C1CCCN(C(=O)Nc2ccc(NC(=O)N3CCCC(C(=O)N(CC)CC)C3)cc2)C1 (configuration not stated)
→ -0.4	0	-2	-18	-1	-18	-2	1	8
- CCOc1ccc2ccccc2c1C(=O)NCC(c1ccc(N(C)C)cc1)N(C)C (configuration not stated)
→ 1.7	-18	-2	-16	15	1	-11	-1	12
- CCN1CCN(C(=O)/C=C\C(=O)O)CC1
→ 0.2	-9	-3	2	5	-11	-4	2	10
- CCO[C@@H]1OC(C(=O)N2CCOCC2)=C[C@H](C2CCCCC2)[C@H]1CCCO
→ 0.1	-15	-2	-4	8	13	-6	-5	13
- COc1ccc(S(=O)(=O)NCCc2c[nH]c3ccc(C)cc23)cc1
→ -0.2	.	-1	-6	1	-4	5	.	-4
- CC(NC(=O)Cn1c(=O)[nH]c2ccsc2c1=O)C12CC3CC(CC(C3)C1)C2 (configuration not stated)
→ 0.5	-14	8	-7	25	-8	10	-11	6
- COc1ccc(NC(=O)c2cc(C3CCCCN3S(=O)(=O)c3c(C)noc3C)on2)c(C)c1 (configuration not stated)
→ 1.4	.	-6	-17	2	-15	-7	.	10
- OC[C@@H]1CN(CCN2CCOCC2)C[C@H](n2cnc3c(N4CCCC4)ncnc32)O1
→ 1.2	.	3	-18	1	-17	-1	.	12
- Nc1nnnn1CC(=O)N/N=C/c1cc([N+](=O)[O-])ccc1Cl
→ 0.7	-2	-1	-3	11	-8	-8	-5	16
- CC(=O)Nc1ccc(Nc2nc3c(S(=O)(=O)c4ccc(C)c(C)c4)nnn3c3ccccc23)cc1
→ 0.6	-9	-5	10	3	-11	4	-10	8

2 of the compounds above, with tabs:
Structure	CHO-K1 Ca ag	CHO parental Ca	M1 ag	TAAR1 antag	TAAR1 agonist	CHRM1 antagonist	CHO-K1 Ca antag	OXTR potentiator	CHO-K1 Ca PAM
OC[C@@H]1CN(CCN2CCOCC2)C[C@H](n2cnc3c(N4CCCC4)ncnc32)O1	1.2	.	3	-18	1	-17	-1	.	12
Nc1nnnn1CC(=O)N/N=C/c1cc([N+](=O)[O-])ccc1Cl	0.7	-2	-1	-3	11	-8	-8	-5	16

The list goes on:
Order of results: CHO-K1 Ca ag	CHO parental Ca	M1 ag	TAAR1 antag	TAAR1 agonist	CHRM1 antagonist	CHO-K1 Ca antag	OXTR potentiator	CHO-K1 Ca PAM
- Cc1ccc2c(c1)S/C(=C\c1cccc[n+]1C)N2CCO
→ 1.1	-1	-10	-10	1	-7	-8	-14	-1
- COc1cc(-c2noc(C)c2C(=O)NCCCN2CCCC2=O)cc(OC)c1OC
→ 0.2	14	-2	12	0	2	5	-4	-13
- O=C(NCc1ccccn1)c1ccc(NS(=O)(=O)c2ccccc2)cc1
→ 0.8	4	-2	0	2	-7	-7	-7	9
- COc1ccc(NC(=O)c2cc3c(=O)n(C)c4ccccc4c3n2C)cc1Cl
→ 13	-9	-4	2	0	-9	-3	-15	19
- CCOC(=O)N1CCN(C(=O)C[C@@H]2C[C@@]3(C(=O)OC)CCCCC=C3N(CCC3=CCCCC3)C2=O)CC1
→ 5.2	.	.	17	2	.	-13	.	1
- CC(C)C(OC(=O)c1cccc(S(=O)(=O)NCC(F)(F)F)c1)C(=O)NC(N)=O (configuration not stated)
→ 0.0	-11	-4	-5	4	0	-8	-9	0
- CN1CCc2c(sc(NC(=O)Cc3ccccc3)c2C(N)=O)C1
→ -0.1	-6	-11	-10	2	-9	-1	-6	14
